S-ASM inh = Inhibitors of Secretory Acid Sphingomyelinase (S-ASM): qHTS. placental ASM, HMU-PC fluorogenic substrate, 60 min. Potency, µM (doses to about 57.5 µM), for the others: at the top dose activity change, negative = inhibition, actives largely listed as inhibitors. 340,000 tested, 0.006% active; also: potency is read from the fitted curve at half-maximal effect
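Human placenta-derived ASM preincubated with compound 10 min at room temperature, then reacted with 9 uM (final) fluorogenic HMU-PC substrate for 60 min at 37 C. Stop solution raises pH to 10; fluorescence read at Ex 386/Em 447 nm.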
TSG101-PTAP inh = qHTS Assay for Iinhibitors of HIV-1 Budding by Blocking the Interaction of PTAP/TSG101; Tumor susceptibility gene 101 protein (Homo sapiens), Q99816; Fluorescence polarization, FITC-PTAP peptide / Tsg101 binding; Potency, µM (doses to about 115 µM), for inactives: at the highest dose activity change, negative = inhibition, actives largely listed as inhibitors; 340,000 tested, under 10 active; AID 493005, 2010; active = well fitted inhibition curve with a large enough effect in the main read-out, with a control signal flat, not every such curve was filed as active; inconclusive = small, poorly fitted or top-dose-only effect, or effect the other way, or a change in a side signal; inactive = no such curve, though single readings can be large or run the other way; also: potency is read from the fitted curve at half-maximal effect; % of control where 0% means no effect
Target sequence (Q99816 whole entry, looked up): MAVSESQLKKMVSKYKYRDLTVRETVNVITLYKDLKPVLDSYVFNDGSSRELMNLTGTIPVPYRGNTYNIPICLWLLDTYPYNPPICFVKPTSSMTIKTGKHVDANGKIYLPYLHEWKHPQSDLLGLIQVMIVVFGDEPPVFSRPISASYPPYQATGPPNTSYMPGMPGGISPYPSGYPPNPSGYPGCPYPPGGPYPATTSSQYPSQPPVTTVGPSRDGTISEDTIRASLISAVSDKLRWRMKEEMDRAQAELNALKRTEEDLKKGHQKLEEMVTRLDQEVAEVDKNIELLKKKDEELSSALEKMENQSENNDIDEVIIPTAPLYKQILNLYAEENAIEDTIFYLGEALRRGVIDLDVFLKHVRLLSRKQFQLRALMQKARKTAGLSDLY
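Fluorescence polarization binding of Tsg101 binding domain (10 uM final) to FITC-labeled PTAP peptide (50 nM final) in HEPES pH 7.5 buffer with NaCl, Tween 20, EDTA, TCEP. Compounds added before peptide; binding 20 min at RT.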
Eya2 inh = qHTS Assay for Inhibitors of the Phosphatase Activity of Eya2. Potency, µM (doses to about 76.9 µM), inactives show at the highest dose activity, negative = inhibition, hits mostly inhibitors. 330,000 tested, 0.006% active. AID 488837, 2010. recombinant Eya2, OMFP fluorescence dephosphorylation (OMFP is methylfluorescein phosphate). Protein phosphatase EYA2 (Homo sapiens), O00167; also: potency is read from the fitted curve at half-maximal effect; % is scaled to controls: 0 for no effect and ±100 for the full control effect
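Eya2 (0.2 uM) preincubated 10 min at ambient with compound, then OMFP substrate added at 50 uM; 10 min reaction in 50 mM HEPES pH 7.5, 50 mM NaCl, 5 uM MgCl2, 0.05% BSA, 1 mM DTT. Fluorescence read at Ex 485/Em 525 nm.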
TRPV1 ag = HTS Assay for Compounds that Act as Agonists of the Vanilloid Receptor 1. TRPV1-expressing cells, Fluo-8 calcium influx, agonist mode. activation, % at 8.33 µM. 320,000 tested, 0.19% active. AID 540275, 2011; in the data active = activation above about 80%; inconclusive = between about 30% and that limit; also: 0% is about no effect
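Cells expressing TRPV1 were dye-loaded with Fluo-8 and read kinetically: 10 s baseline, 3 min after compound (agonist portion), then 2 min after EC20 capsaicin (allosteric enhancer portion). Calcium-bound dye fluorescence at 480/520 nm.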
uPA surface inh = qHTS for Inhibitors of Cell Surface uPA Generation | Potency, µM (doses to about 38.3 µM), without a hit: top-dose activity change, negative = inhibition, hits mostly inhibitors | cell surface uPA generation assay, qHTS | 330,000 tested, 0.31% active; active = well fitted inhibition curve with a large enough effect; inconclusive = small, poorly fitted or top-dose-only effect; inactive = no such curve, though single readings can be large or run the other way; tested in mouse RAW 264.7 cells; also: potency is read from the fitted curve at half-maximal effect; % is scaled to controls: 0 for no effect and ±100 for the full control effect; nearly all actives have a fitted effect of over 55% in size
Integrin act MD = qHTS for Activators of Integrin-Mediated Alleviation for Muscular Dystrophy | Potency, µM (titrated, usually from 38.3 µM), for inactives: top-dose activation, actives largely listed as activators | alpha7betagal myoblasts, beta-gal FDG fluorescence, 48 h | AID 624291, 2012 | 350,000 tested, 0.064% active;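 also: potency is read from the fitted curve at half-maximal effect; 100% = response of the positive control SU9516; nearly all actives have a fitted effect of over 60% in size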
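Alpha7betagal+/- myoblasts (passage 13) were plated 16-24 hr, then exposed to compounds (1:260 dilution of DMSO stock) for 48 hours at 37C. After MPER lysis, β-galactosidase reporter activity was read as FDG fluorescence (ex 480/em 540) after 30 minutes.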
ELG1 genotoxic = qHTS screen for small molecules that induce genotoxicity in human embryonic kidney (HEK293T) cells expressing luciferase-tagged ELG1 | AID 504466, 2011 | 330,000 tested, 1.3% active | HEK293T ELG1-luciferase reporter, luminescence, 16 h | Potency, µM (doses to about 46 µM), for inactives: at the highest dose activity change, positive = activation, usual class: activators; also: potency is read from the fitted curve at half-maximal effect; % of control where 0% means no effect; nearly all actives have a fitted effect of over 60% in size
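Reporter readout depends on ELG1 protein level, which increases with genetic stress. After 16 hr compound exposure at 37 °C, luciferase activity was quantified using ONE-Glo.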
B2AR arrestin = qHTS assay of beta-arrestin-biased ligands of beta2-adrenergic receptor; Potency, µM (titrated, usually from 46.1 µM), inactives show top-dose activation, hits mostly activators; beta-arrestin recruitment to beta2AR, cell-based reporter; AID 492947, 2010; 330,000 tested, 0.02% active;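 also: potency is read from the fitted curve at half-maximal effect; 0% = DMSO controls and full agonism = EC100 isoproterenol or metaproterenol; nearly all actives have a fitted effect of over 65% in size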
p53 reactivator = qHTS assay for re-activators of p53 using a Luc reporter | AID 504706, 2011 | 320,000 tested, 0.063% active | Potency, µM (titrated, usually from 92.2 µM), inactives show at the highest dose activity change, positive = activation, usual class: activators | H1299 p53-A138V BP100-luciferase reporter, luminescence, 24 h; also: potency is read from the fitted curve at half-maximal effect; % of control where 0% means no effect; nearly all actives have a fitted effect of over 45% in size
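H1299 (p53-null), stable ts p53-A138V + BP100-Luc; 1000 cells/well, Opti-MEM/10% FBS; cpd 4 pt, 1:5; 24 h, 37 deg C, 5% CO2; detection reagent 10 min RT; luminescence.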
USP2a block = qHTS Assay for Inhibitors of Ubiquitin-specific Protease USP2a Using CHOP2 as the Reporter; Potency, µM (titrated, usually from 38.3 µM), for the others: at the highest dose activity change, negative = inhibition, hits mostly inhibitors; AID 463254, 2010; USP2 core, Ub-CHOP2 coupled fluorogenic reporter, 485/531; 330,000 tested, 0.01% active;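 also: potency is read from the fitted curve at half-maximal effect; plate controls were DMSO wells for no effect and full inhibition by NEM control for full effect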
Target sequence (O75604 whole entry, looked up): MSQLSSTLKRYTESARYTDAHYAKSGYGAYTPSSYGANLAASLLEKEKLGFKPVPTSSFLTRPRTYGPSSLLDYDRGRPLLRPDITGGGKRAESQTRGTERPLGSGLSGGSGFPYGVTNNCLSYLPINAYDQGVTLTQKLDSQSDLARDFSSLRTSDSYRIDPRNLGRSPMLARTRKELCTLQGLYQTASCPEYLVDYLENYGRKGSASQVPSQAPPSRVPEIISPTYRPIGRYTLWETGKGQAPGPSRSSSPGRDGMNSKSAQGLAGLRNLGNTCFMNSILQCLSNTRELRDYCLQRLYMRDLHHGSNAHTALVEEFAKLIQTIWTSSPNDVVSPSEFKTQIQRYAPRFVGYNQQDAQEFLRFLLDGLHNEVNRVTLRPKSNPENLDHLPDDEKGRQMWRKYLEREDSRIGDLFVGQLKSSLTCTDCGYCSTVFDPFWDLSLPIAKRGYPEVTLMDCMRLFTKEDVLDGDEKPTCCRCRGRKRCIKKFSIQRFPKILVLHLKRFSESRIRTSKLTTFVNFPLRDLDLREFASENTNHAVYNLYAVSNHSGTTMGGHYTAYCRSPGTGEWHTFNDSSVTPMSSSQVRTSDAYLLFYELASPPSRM
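Cell-free coupled assay: 10nM USP2 core preincubated 30min RT with compound in Tris-HCl pH 8.0/CaCl2/CHAPS buffer, then 25nM Ub-CHOP2 and 25nM reporter substrate; fluorescence (Ex 485/Em 531) read after 60min RT, normalized to NEM inhibition, concentration-response curves fitted.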
BRCA1 expr act = qHTS Assay to Identify Small Molecule Activators of BRCA1 Expression; MCF7-BRCA1-FFLuc reporter, luminescence, 48 h; response scale: scaled: vehicle 0%, 10 µM genistein 100%; Potency, µM (series often up to 46.1 µM), for inactives: at the top dose activation, usual class: activators; 380,000 tested, 1.1% active; AID 624202, 2012; also: potency is read from the fitted curve at half-maximal effect; nearly all actives have a fitted effect of over 80% in size; some results filed as inactive show a strong effect at the top dose
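Cells: MCF7-BRCA1-FFLuc, 2000/well. Exposure: 48 h, 37 °C, 5% CO2. Read: luminescence, 15 min post-substrate. Controls: genistein 10 microM (maximal activation), DMSO (neutral).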
* marks the source's active call; other numbers are inactive results; ? = inconclusive; · = not tested or not shown; [ ] = another dose, or the depositor's remark. Unless noted, calls follow the shape of the dose curve; as a rule, active = well fitted curve in the direction sought with a large enough effect; inconclusive = small, poorly fitted or top-dose-only effect, or another doubt; inactive = no such curve, though single readings can be large; an effect the other way counts as inactive or inconclusive.

SMILES	S-ASM inh	TSG101-PTAP inh	Eya2 inh	TRPV1 ag	uPA surface inh	Integrin act MD	ELG1 genotoxic	B2AR arrestin	p53 reactivator	USP2a block	BRCA1 expr act
Cc1cc(SCC(=O)Nc2ccccc2C)nc(C)n1	-3%	-4%	-30%	3	1%	12%	-1%	-0.3%	-1%	3%	-8%
O=C(c1ccccc1[N+](=O)[O-])N1CC2C3C=CC(C3)C2C1 (stereo not given)	2%	2%	-3%	0	9%	0%	18%	-0.7%	-3%	-2%	17%
COc1cccc(CN(C)Cc2nc(Cc3ccccc3Cl)no2)c1	-2%	-5%	-8%	7	0%	?	-2%	-0.4%	2%	1%	0%
CCOc1ccc(NC(=O)CCC(=O)NNS(=O)(=O)c2ccccc2[N+](=O)[O-])cc1	-1%	5%	7%	?	6%	-13%	-1%	0.4%	-2%	?	-24%
CCOC(=O)c1ccccc1NC(=O)COC(=O)CCC(=O)c1ccccc1	-5%	-1%	-7%	27	2%	18%	1%	-0.1%	7%	0%	-6%
CCC(=O)Nc1cccc(NC(=O)c2ccc3c(c2)OCCO3)c1	-2%	-7%	-2%	2	?	24%	7%	-0.1%	10%	-1%	?
COc1cccc(CN(C)CC(=O)NCc2ccc(F)cc2)c1OC	9%	-4%	-28%	?	2%	3%	0%	-1.0%	-3%	1%	-22%
O=C(O)C1CSC2(c3ccc(F)cc3)CCC(=O)N12 (stereo not given)	1%	-5%	9%	-2	1%	?	0%	4.7%	2%	1%	-7%
O=C(c1cc2c(ccc3ccccc32)o1)N1CCCCC1	-3%	-5%	-7%	?	-5%	-8%	?	-0.3%	?	0%	?
CC(=O)Nc1ccc(S(=O)(=O)NNC(=O)COc2cccc(C)c2)cc1	-9%	-2%	-2%	-2	10%	-12%	2%	0.3%	-5%	2%	-4%
Cc1cc(C)c(NC(=O)COc2ccc(-n3cnnn3)cc2)c(C)c1	4%	-3%	?	0	-8%	28%	3%	0.4%	13%	3%	-26%
COCCOC(=O)C1=C(C)N(c2ccccc2)C(=S)NC1c1ccccc1C(F)(F)F (stereo not given)	3%	-8%	12%	7	?	-59%[inhibitor]	0%	0.2%	-2%	2%	-2%
COc1ccccc1CN1CCN(C(CC(C)C)c2nnnn2Cc2cccs2)CC1 (stereo not given)	2%	-9%	-44%	1	-5%	-37%	-7%	0.1%	-1%	-4%	-34%
O=c1c2cc(NC(=S)N3CCCC3)ccc2nc2n1CCCCC2	-2%	0%	-6%	0	0%	-6%	3%	0.4%	-2%	7%	-25%
Cc1ccc(S(=O)(=O)N2CCN(S(=O)(=O)c3ccccc3Br)C2=O)cc1	4%	0%	0%	·	-3%	4%	1%	-0.8%	1%	1%	25%
CCOC(=O)c1c(NC(=O)CSc2nnc(C)c(=O)[nH]2)sc2c1CCCC2	2%	-19%	8%	0	-2%	-4%	0%	-0.9%	10%	4%	1%
CCN(CC)c1nc(Nc2ccccc2)nc(Oc2ccc(=O)n(C)n2)n1	-12%	-6%	-4%	-1	-5%	-14%	-8%	-0.1%	-12%	0%	-57%
N#CCCN1CCN(CCC#N)CC1	5%	-3%	-14%	1	-9%	-12%	-2%	-0.2%	-1%	0%	15%
Cc1nnc(SCc2cccs2)[nH]c1=O	1%	0%	4%	-1	4%	4%	-2%	-0.4%	18%	-2%	-3%
Cc1cc(NC(=O)c2cccc(S(=O)(=O)N(C)C)c2)n(-c2ccccn2)n1	-12%	-1%	31%	28	-5%	-20%	-3%	-1.4%	0%	?	-26%
CCn1c(C)c(C(C)=O)c(N2CCN(C(=O)c3ccco3)CC2)nc1=S	2%	-5%	-31%	-2	4%	3%	1%	1.0%	2%	-1%	-7%
C=CCn1c(SCC(=O)NCc2ccco2)nnc1C1CCCCC1	4%	1%	19%	5	-1%	8%	0%	-0.5%	-6%	0%	5%
CC(C)C(NC(=O)CN1C(=O)c2ccccc2S1(=O)=O)C(C)C	0%	-1%	7%	-3	1%	-4%	-8%	0.1%	-7%	2%	-9%
COc1cc(NC(=O)c2ccc(=O)[nH]n2)cc(OC)c1OC	0%	-2%	-3%	4	-1%	2%	4%	-0.2%	-3%	-2%	-16%
CC1CCCCC1NC(=O)c1ccc(-n2cncn2)cc1 (stereo not given)	-1%	-1%	-15%	·	1%	23%	4%	-0.4%	2%	5%	-7%
CC(OC(=O)c1ccccc1Br)C(=O)Nc1nc(-c2cccc([N+](=O)[O-])c2)cs1 (stereo not given)	0%	-2%	-18%	-7	14%	1%	-3%	0.1%	12%	2%	41%
CC(C)c1ccc2[nH]c(O)c(N=NC(=O)c3cccc(S(=O)(=O)N4CCCCC4)c3)c2c1	-19%	-2%	-4%	0	-2%	38%	-13%	-0.8%	0%	1%	-32%
CCOC(=O)c1c(C)n(C)c2ccc(O)c(CN(C)C)c12	2%	-4%	1%	2	3%	-45%[inhibitor]	-3%	0.1%	-4%	-1%	-16%
COC(=O)c1ccccc1NC(=O)c1cccnc1	6%	-6%	6%	1	?	11%	1%	0.4%	·	2%	-1%
O=C(NCCc1ccccc1)c1ccc(NC2=NC3CS(=O)(=O)CC3S2)cc1 (stereo not given)	2%	-2%	-5%	-2	-7%	-1%	4%	-0.4%	6%	0%	40%
CC(Oc1ccccc1)C(=O)NC1CCN(Cc2ccccc2)CC1 (stereo not given)	3%	-3%	27%	4	3%	9%[7.66 µM]	0%	-0.2%	6%	1%	-26%
COc1ccc(C(=O)Nc2ccnn2C2CCN(Cc3cnn(C)c3)CC2)cc1	0%	-3%	-6%	3	1%	15%	2%	0.4%	10%	0%	10%
CCOc1ccc(S(=O)(=O)NCCC(=O)N2CCCCCCC2)cc1	-2%	-3%	0%	16	0%	-7%	1%	0.4%	-5%	-1%	-19%
CCCOC(=O)Nc1ccc(S(=O)(=O)Nn2cnnc2)cc1	6%	-10%	5%	2	·	-4%[7.66 µM]	0%	0.1%	-2%	1%	-26%
COc1cc2c(cc1OC)C(c1cccnc1)CC(=O)N2 (stereo not given)	7%	0%	-3%	1	9%	-13%	3%	0.4%	-1%	2%	-4%
CCn1c(=O)n(CC)c2cc(NC(=O)CSc3ccc([N+](=O)[O-])cn3)ccc21	-2%	1%	2%	-4	-2%	-7%	5%	0.1%	8%	0%	-20%

Of the compounds above, these contain a halogen:
SMILES	S-ASM inh	TSG101-PTAP inh	Eya2 inh	TRPV1 ag	uPA surface inh	Integrin act MD	ELG1 genotoxic	B2AR arrestin	p53 reactivator	USP2a block	BRCA1 expr act
COc1cccc(CN(C)Cc2nc(Cc3ccccc3Cl)no2)c1	-2%	-5%	-8%	7	0%	?	-2%	-0.4%	2%	1%	0%
COc1cccc(CN(C)CC(=O)NCc2ccc(F)cc2)c1OC	9%	-4%	-28%	?	2%	3%	0%	-1.0%	-3%	1%	-22%
O=C(O)C1CSC2(c3ccc(F)cc3)CCC(=O)N12 (stereo not given)	1%	-5%	9%	-2	1%	?	0%	4.7%	2%	1%	-7%
COCCOC(=O)C1=C(C)N(c2ccccc2)C(=S)NC1c1ccccc1C(F)(F)F (stereo not given)	3%	-8%	12%	7	?	-59%[inhibitor]	0%	0.2%	-2%	2%	-2%
Cc1ccc(S(=O)(=O)N2CCN(S(=O)(=O)c3ccccc3Br)C2=O)cc1	4%	0%	0%	·	-3%	4%	1%	-0.8%	1%	1%	25%
CC(OC(=O)c1ccccc1Br)C(=O)Nc1nc(-c2cccc([N+](=O)[O-])c2)cs1 (stereo not given)	0%	-2%	-18%	-7	14%	1%	-3%	0.1%	12%	2%	41%

Bioassay records (PubChem BioAssay)
